High-throughput results: PubChem, several laboratories
PHOSPHO1 inh: blocks human PHOSPHO1 phosphatase activity; recombinant PHOSPHO1, absorbance phosphatase assay; 1.1% of 290,000 active; Q8TCT1; inhibition, % at 13.3 µM; in the data active = inhibition above about 60%
Target sequence (Q8TCT1 whole entry, looked up): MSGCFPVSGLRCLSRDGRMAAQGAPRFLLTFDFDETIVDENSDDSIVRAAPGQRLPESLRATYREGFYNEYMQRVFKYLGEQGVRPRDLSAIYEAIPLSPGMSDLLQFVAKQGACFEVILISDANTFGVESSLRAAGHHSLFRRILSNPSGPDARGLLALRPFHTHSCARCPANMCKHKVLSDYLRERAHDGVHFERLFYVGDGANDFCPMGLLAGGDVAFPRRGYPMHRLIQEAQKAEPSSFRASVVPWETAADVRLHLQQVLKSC
CRFBP-R2 block: CRF-BP/CRF-R2 complex antagonism; HEK293 CRF-R2/CRF-BP, CRF-induced calcium fluorescence; inhibition, % at 11.8 µM; 0.59% of 350,000 active; AID 588475;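 active = inhibition of the ligand-induced calcium signal above about 50% at the single tested concentration, limit read from the data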
IDE cell inh: inhibitors of human insulin-degrading enzyme in cells; P14735; inhibition, % at 5.59 µM; HEK cells, FAbetaB cleavage, fluorescence polarization; 0.41% of 320,000 active;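 active = percent inhibition above the average of all tested compounds plus 3 SD, set per screening campaign, cut at about 16% in these data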;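 note: IDE supplied by intact live HEK cells; FP after avidin binding of uncleaved biotin substrate so inhibition keeps polarization high; 0% = DMSO wells and 100% = 60 µM reference IDE inhibitor Ii1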
MEKK3 PB1 HTS: MEKK3-MEK5 PB1 interaction, increase or decrease; Q99759; bead-based flow cytometry, Alexa488-MEK5 binding to MEKK3; actives lie on both sides; 0 = blocked by unlabeled MEK5, 100 = vehicle; binding response (% of control), % at 10 µM; 1.4% of 290,000 active;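 active = binding response more than 3 SD above or below the average of its plate-row segment, actives on both sides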;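 note: Alexa488 bead fluorescence after subtracting the streptavidin-only scavenger bead signal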
pCIP destab: p/CIP protein destabilization | Q05BA5 | F442A p/CIP-EGFP cells, EGFP fluorescence, 16 h | decrease of EGFP signal, % at 10 µM | 0.01% of 290,000 active;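 active = EGFP signal decrease of at least 30% at 10 µM or well 3 SD below plate mean, unless failing retest; inactive = the rest, including hits failing retest or dose response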; note: some compounds called inactive have numbers as strong as hits; many of its hits are not listed in these tables
M4 PAM: CHRM4 positive allosteric modulation | P08173 | activation, % at 3 µM | AID 624126 | CHO-K1 hM4/Gqi5, Fluo-8 calcium fluorescence, ACh EC20; 0% = ACh EC20, 100% = maximal ACh | 0.4% of 360,000 active;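 active = activation above its plate's cutoff, the mean activation of sample wells plus 3 SD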; note: some results filed as inactive read as strong as hits
Target sequence (P08173 whole entry, looked up): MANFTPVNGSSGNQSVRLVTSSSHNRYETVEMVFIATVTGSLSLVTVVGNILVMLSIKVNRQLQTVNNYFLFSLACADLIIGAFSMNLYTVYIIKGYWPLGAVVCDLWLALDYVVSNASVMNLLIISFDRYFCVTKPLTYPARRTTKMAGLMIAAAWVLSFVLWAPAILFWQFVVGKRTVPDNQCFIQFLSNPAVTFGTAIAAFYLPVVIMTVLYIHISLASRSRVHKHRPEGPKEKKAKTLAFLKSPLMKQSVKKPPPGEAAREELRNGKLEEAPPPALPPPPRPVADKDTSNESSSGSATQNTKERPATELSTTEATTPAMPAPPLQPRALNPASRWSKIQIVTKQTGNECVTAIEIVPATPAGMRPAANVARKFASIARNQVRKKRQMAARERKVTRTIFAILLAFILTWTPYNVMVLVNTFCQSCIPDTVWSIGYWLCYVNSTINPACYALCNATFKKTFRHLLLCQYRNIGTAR
CRFBP-R2 agonist: agonists of human CRF-binding protein/CRF-R2 receptor complex; HEK293 CRF-R2/CRF-BP, calcium dye fluorescence (FLIPR); percent of saturating CRF peptide response; activation, % at 13.2 µM; 0.46% of 350,000 active;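 active = activation of at least 50%, plus an integration ratio under a set limit after plate pattern correction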;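 note: plate controls were neutral control wells without compound for no effect and CRF at EC100 for full effect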
GalR3 antagonist: blocks the human galanin receptor 3; 0.44% of 360,000 active; inhibition, % at 3 µM; O60755; HEK293 GalR3-CNG cAMP membrane potential fluorescence; galR3 body fused to GalR1 C-terminus; AID 651719;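 active = inhibition above the screen-wide average plus 3 SD, cut at about 13% in these data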;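 note: forskolin and galanin both at EC90 stimulate the cells; cAMP rise reported by CNG channel membrane potential dye signal; 0% = forskolin plus galanin with DMSO and 100% = forskolin alone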
Target sequence (O60755 1-299 limits assumed): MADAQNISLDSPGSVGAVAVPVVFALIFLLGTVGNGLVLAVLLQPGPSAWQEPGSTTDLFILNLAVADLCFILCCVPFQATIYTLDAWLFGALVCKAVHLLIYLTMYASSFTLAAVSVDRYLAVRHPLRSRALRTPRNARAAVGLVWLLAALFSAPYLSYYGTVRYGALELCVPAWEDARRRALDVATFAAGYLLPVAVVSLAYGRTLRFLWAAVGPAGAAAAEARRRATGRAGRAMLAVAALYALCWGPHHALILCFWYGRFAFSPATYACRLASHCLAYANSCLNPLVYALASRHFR
IDE act: boosts human insulin-degrading enzyme activity in HEK cells | P14735 | 0.073% of 340,000 active | FAbeta-B cleavage, fluorescence polarization; 0% vehicle, 100% cell-free pure enzyme wells | activation, % at 5.96 µM;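 active = activation above the mean of all tested compounds plus 3 SD, set per screening campaign, cut at about 17% in these data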
Numbers without * were called inactive; . = not tested or not shown.

SMILES | PHOSPHO1 inh | CRFBP-R2 block | IDE cell inh | MEKK3 PB1 HTS | pCIP destab | M4 PAM | CRFBP-R2 agonist | GalR3 antagonist | IDE act
Cc1ccc(S(=O)(=O)CC2CSc3nc4ccccc4n32)cc1 (stereo unspecified) | 14 | 8 | 9 | 84 | -16 | -13 | 1.9 | -11 | 1
CCOC(=O)/C=C(\C)Sc1cc(=O)oc2ccccc12 | -3 | 18 | -3 | 107 | -16 | -1 | 0.1 | -4 | 2
O=C(NCCC1CCCCN1S(=O)(=O)c1ccccc1)C(=O)Nc1ccc(F)cc1 (stereo unspecified) | . | 0 | 0 | . | . | -3 | -0.9 | 0 | 4
COc1ccc(-c2nc(C)c(C(C)=O)n2O)cc1 | 14 | 2 | -3 | 93 | 1 | 6 | -2.2 | -2 | 7
CCOC(=O)CSc1n[nH]c(NC(=O)NC(C)C)n1 | 22 | 0 | -6 | 104 | 3 | 6 | 0.9 | -1 | 2
O=C1CS/C(=C\[N+](=O)[O-])N1c1ccc(OC(F)(F)F)cc1 | 51 | -11 | -3 | 89 | -8 | 4 | 0.7 | -5 | 7
COc1ccccc1C(=O)NCC(=O)OCc1csc(-c2ccccc2)n1 | -3 | 12 | 6 | 110 | -10 | 1 | 0.1 | 2 | 1
C=CCNC(=O)c1cnc(-c2ccccc2)nc1-c1ccccc1 | -7 | 5 | 5 | 105 | -11 | 1 | -1.5 | -11 | 2
O=C(Oc1ccc2[nH]cc(CCN3C(=O)c4ccccc4C3=O)c2c1)c1ccco1 | -2 | 6 | 0 | 103 | 1 | -11 | -2.0 | -2 | 1
COC(=O)Nc1c(-c2ccccc2)nc2ccc(C)cn12 | 5 | 3 | 5 | 100 | -2 | 0 | 1.4 | 3 | 2
COC(=O)C(C)n1cnc2c(nnn2-c2cccc(Cl)c2)c1=O (stereo unspecified) | -3 | 12 | 2 | 104 | -4 | 11 | 6.4 | . | 2
Cc1ccc(-n2c(N)c(C(N)=O)sc2=S)cc1 | 93* | -29 | -1 | 92 | 1 | 15 | -1.4 | 3 | 2
Cc1cc(OC(=O)C(C)(C)C)c([N+](=O)[O-])c(=O)[nH]1 | -2 | 7 | 5 | 101 | -2 | 6 | -1.0 | -3 | 1
CCOc1ccc(NC(=O)CCN2CCN(c3ccccc3)CC2)cc1 | 20 | -4 | 5 | 103 | -8 | 3 | -0.6 | 2 | -2
C/C=C(\C)C(=O)Nc1cccc(C2=NOC3(C2)C[C@H](C(N)=O)N(C(=O)C(c2ccccc2)c2ccccc2)C3)c1 (stereo partly specified) | 40 | -6 | -3 | 93 | -2 | 13 | -0.9 | -2 | 3
COc1cc(/C=C/C(=O)OCC(=O)Nc2nnc(-c3ccccc3)o2)cc(OC)c1OC | . | -10 | 0 | . | . | -2 | 0.7 | 1 | 0
O=C(CC1SC(N2CCOCC2)=NC1=O)Nc1cc([N+](=O)[O-])ccc1Cl (stereo unspecified) | 4 | 44 | 3 | 101 | 2 | 9 | -1.0 | 7 | 3
N#Cc1c(-c2ccccc2)nc(SCC(=O)Nc2ccccc2)[nH]c1=O | 0 | 2 | 2 | 124 | 0 | -1 | 0.0 | 0 | 3
COc1cc(/C=N/n2c(C)n[nH]c2=S)ccc1OCc1ccccc1 | 69* | 23 | 2 | 101 | -2 | 8 | -5.0 | 2 | -6
COc1ccc(C(=O)c2cc([N+](=O)[O-])ccc2N2CCN(C)CC2)cc1 | 37 | -14 | -1 | 90 | 12 | 8 | -0.1 | -8 | 1
O=C(Nc1nncs1)C12CC3CC(CC(C3)C1)C2 | 37 | -44 | 2 | 105 | -4 | -3 | 0.5 | -11 | 1
O=C(NCc1ccco1)c1ccc(OCC2CCCO2)cc1 (stereo unspecified) | -3 | -13 | -1 | 99 | -4 | 13 | 1.9 | -1 | 4
Nn1c(Cc2cccc3ccccc23)nnc1SCC(=O)NCC1CCCO1 (stereo unspecified) | . | 3 | 0 | . | . | 10 | -0.1 | -4 | 5
O=C(COC(=O)Cc1ccc2c(c1)OCCO2)Nc1ccc(S(=O)(=O)N2CCCC2)cc1 | 28 | -3 | 1 | 105 | -8 | 3 | 1.6 | 3 | 2
COc1ccccc1OCCn1cc(/C=C(\C#N)C(=O)NCc2ccco2)c2ccccc21 | 6 | 2 | 9 | 97 | -7 | 19 | 0.5 | -3 | 7
Cc1cc(NC(=O)CCCC(=O)N(CC(=O)NCCc2ccccc2)Cc2ccc(F)cc2)no1 | 5 | 19 | -3 | 104 | 0 | 1 | -2.3 | -7 | -3
CCOc1ccc2c(c1)nc(C)n2C | 36 | -7 | 3 | 102 | 2 | 0 | -0.1 | -5 | .
Cc1ccccc1OCCC(=O)OCC(=O)Nc1cc(S(=O)(=O)N2CCOCC2)ccc1Cl | -6 | -20 | 0 | 103 | -20 | -9 | 8.3 | 1 | -3
CCOc1ccc(S(=O)(=O)N2CCN(C(=O)c3cc4c(s3)CCCC4)CC2)cc1 | -4 | -20 | -3 | 100 | 2 | 5 | 3.0 | 0 | 0
Clc1ccc2c(c1)C(C1=NCCN1)c1ccccc1CS2 (stereo unspecified) | -9 | -14 | 4 | 93 | -5 | -4 | 2.0 | -2 | 4
Cc1ccc(S(=O)(=O)NC(C)(C)CN2CCc3ccccc3C2)cc1 | 28 | -7 | 3 | 97 | 0 | -9 | 0.1 | 7 | 1
Cc1cc(NC(=O)CSc2nnc(-c3ccc(Cl)s3)o2)no1 | 4 | 5 | -1 | 111 | -2 | -7 | 4.3 | 0 | -2
COc1ccc(NS(=O)(=O)c2cccc(C(=O)NCC(c3cccs3)N3CCOCC3)c2)cc1 (stereo unspecified) | . | 5 | 5 | . | . | 0 | -1.1 | -4 | 3
CN1C(=S)N(c2cccnc2)C(=O)/C1=C\c1ccc(C(C)(C)C)cc1 | 37 | -15 | -4 | 114 | -2 | -9 | -0.2 | -5 | 1
CCOc1cc(-c2noc(N)c2C#N)cc(OCC)c1OCC | 3 | -11 | -3 | . | -16 | 4 | -0.8 | -2 | -2
O=C(Nc1ccc(Br)cc1Br)c1cccc2c1C(=O)N(C1CCCCC1)C2 | 24 | -10 | -9 | 100 | 1 | -4 | -0.3 | 3 | 4

Looked up above.
Entry for `Cc1cc(NC(=O)CSc2nnc(-c3ccc(Cl)s3)o2)no1` under pCIP destab: -2
Entry for `Clc1ccc2c(c1)C(C1=NCCN1)c1ccccc1CS2` (stereo unspecified) under CRFBP-R2 block: -14

(more compounds)
SMILES | PHOSPHO1 inh | CRFBP-R2 block | IDE cell inh | MEKK3 PB1 HTS | pCIP destab | M4 PAM | CRFBP-R2 agonist | GalR3 antagonist | IDE act
COc1ccccc1NC(=O)c1cc(Cl)ccc1NC(=O)c1ccco1 | 24 | -3 | 2 | 90 | -15 | 6 | 2.4 | -5 | -1
O=C(NCCO)C1CCN(C(=O)c2ccc(-c3ccccc3)cc2)CC1 | 53 | 1 | 1 | 101 | -19 | 6 | 1.2 | 3 | -3
CCC(=O)OCC(=O)Nc1cc([N+](=O)[O-])ccc1OC | 36 | 15 | -5 | 102 | 0 | 7 | 0.4 | -2 | 6
CSc1nc2nc3c(cc2c(=O)n1-c1ccccc1C)COC(C)(C)C3 | 33 | -12 | -2 | 99 | 5 | 6 | -0.4 | -6 | -2
CCC(=O)c1cn(CC(=O)Nc2cccc(C)c2)c2ccccc12 | 3 | 18 | 8 | 108 | 3 | -3 | 2.0 | -12 | 2
Cn1c(=O)c2c(-c3ccccc3)n(C3CCCCC3)cc2n(C)c1=O | -5 | 3 | 1 | 102 | -24 | 0 | 1.7 | -1 | 5
CCOC(=O)C1=Nc2ccccc2C1=[N+]=[N-] | -17 | -16 | -6 | 103 | -6 | 1 | -0.9 | -4 | 2
O=C1C2CCCN2C(=O)N1CCCCN1CCN(CCO)CC1 (stereo unspecified) | -5 | 17 | -1 | 99 | -4 | -3 | 1.4 | 3 | 3
COc1ccc(C(=O)COC(=O)C(CCCCN2C(=O)C3C4C=CC(C4)C3C2=O)N2C(=O)C3C4C=CC(C4)C3C2=O)cc1 (stereo unspecified) | -16 | 3 | 6 | 87 | -7 | -18 | 0.7 | 2 | 1
Cc1c(Cc2ccccc2)c(=O)oc2cc(OCC(=O)N[C@@H](Cc3ccccc3)C(=O)O)ccc12 | 24 | 13 | 6 | 99 | 1 | -4 | -1.2 | 5 | 8
Nc1nnnn1/N=C/c1cc(Cl)cc(Cl)c1OCc1ccc(Cl)cc1Cl | 27 | -64 | 0 | 103 | -11 | 0 | 6.8 | 0 | -1
CCN(CC)C(=O)CC(c1ccc2c(c1)OCO2)c1c(OC)cc(OC)c2c(-c3ccccc3)cc(=O)oc12 (stereo unspecified) | 31 | 15 | 5 | 122 | -13 | 1 | -0.9 | -7 | 1

3 entries drawn at random from those above, as already listed:
SMILES | PHOSPHO1 inh | CRFBP-R2 block | IDE cell inh | MEKK3 PB1 HTS | pCIP destab | M4 PAM | CRFBP-R2 agonist | GalR3 antagonist | IDE act
COc1ccc(C(=O)COC(=O)C(CCCCN2C(=O)C3C4C=CC(C4)C3C2=O)N2C(=O)C3C4C=CC(C4)C3C2=O)cc1 (stereo unspecified) | -16 | 3 | 6 | 87 | -7 | -18 | 0.7 | 2 | 1
Nc1nnnn1/N=C/c1cc(Cl)cc(Cl)c1OCc1ccc(Cl)cc1Cl | 27 | -64 | 0 | 103 | -11 | 0 | 6.8 | 0 | -1
CCC(=O)OCC(=O)Nc1cc([N+](=O)[O-])ccc1OC | 36 | 15 | -5 | 102 | 0 | 7 | 0.4 | -2 | 6

Remaining list, next part:
SMILES | PHOSPHO1 inh | CRFBP-R2 block | IDE cell inh | MEKK3 PB1 HTS | pCIP destab | M4 PAM | CRFBP-R2 agonist | GalR3 antagonist | IDE act
COc1cccc(CCc2nnc(N)s2)c1 | 20 | 5 | 5 | 100 | 7 | -5 | 0.1 | 1 | 5
CC(N=Cc1ccccc1O)c1ccccc1 (stereo unspecified) | 14 | 16 | 0 | 96 | -9 | 1 | -2.0 | -5 | 2
CCOc1cc(/C=N/NC(=O)C(N)=O)cc(Br)c1O | -17 | -8 | -4 | 102 | 1 | 4 | 0.5 | -5 | 7
CCCN(CC(=O)Nc1ccccc1C)C(=O)Cc1c(C)nc2ccccc2c1C | . | -1 | -4 | . | . | 0 | -1.0 | -7 | 6
O=C(CCNC(=O)c1ccccc1Cl)NCCCSc1ccccc1 | . | -3 | -2 | . | . | 0 | 0.4 | -3 | 2
O=C(O)CCNC(=O)/C(=C\C=C\c1ccccc1)NC(=O)c1ccccc1 | 48 | -16 | 6 | 134* | -4 | 10 | 3.9 | -4 | 2
CC1(C)[C@@H](O)CC[C@]2(C)C3C(O)C=C4[C@H]5C[C@@](C)(C(=O)O)CC[C@]5(C)CC[C@]4(C)[C@]3(C)CC[C@@H]12 (stereo partly specified) | 13 | . | 9 | 106 | 12 | . | . | . | .
COc1ccc(N2C(=O)C3C4C=CC(C4)C3C2=O)c(OC)c1 (stereo unspecified) | 17 | -8 | 7 | 104 | -2 | 15 | -0.8 | -6 | -1
Cc1cc(C)nc(N/N=C/C(Cl)=C/c2ccccc2)n1 | 16 | -13 | 10 | 107 | 3 | 12 | 17 | . | -1
COC(=O)c1[nH]c2ccc(C)cc2c1NC(=O)Nc1ccccc1OC | 4 | -20 | 3 | 102 | -17 | 7 | -0.5 | 2 | 3
C=CCSc1nnc(C)n1-c1ccc(Cl)cc1 | -10 | -12 | 0 | 102 | -12 | 4 | 0.2 | -5 | 4
COc1ccc(Cl)cc1N(C(C)C(=O)O)S(C)(=O)=O (stereo unspecified) | 20 | 3 | -1 | 98 | -9 | 0 | -3.2 | -2 | 7
COCCNS(=O)(=O)c1ccc(C)c(C)c1C | 23 | 6 | -6 | 100 | -2 | 0 | -0.2 | -2 | 1
CN(C)c1ccc2c(c1)Sc1cc(N(C)C)ccc1N2C(=O)c1ccccc1 | 32 | 4 | 1 | 95 | -7 | -4 | 3.6 | -8 | 4
